# E-selectin induc – E-selectin induction in HUVECs, primary screen, imaging, HUVEC, immunofluorescence imaging, single point. activation, % at 7.58 µM. AID 686992, 2013. actives 0.37% (n = 260,000). normalized: neutral wells 0, TNF-alpha wells 100. P16581;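 active = mean E-selectin-positive cell signal at least 10% of the positive control, reached in at least 60% of replicates, without over 20% cell loss; inconclusive = no rule given, readout overlaps actives, possibly toxicity-flagged; inactive = the rest, including those meeting only one limit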;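 also: in these data hits start at about 27%; measured in HUVEC primary endothelial cells; signal is the percent of cells scored E-selectin positive by PE staining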
#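 assay system = HUVEC, human umbilical vein endothelial cells | input = 3,000 HUVEC seeded per well | medium = EGM-2 growth medium on 0.1% gelatin-coated wells | dosing = one compound dose added by pin transfer | signal = immunofluorescence imaging | read-out basis = % PE-positive cells | control set = TNF-alpha, DMSO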
# RAD52 anneal inh – RAD52 DNA annealing inhibitors, primary screen, biochemical, FRET, single point, set 2. DNA repair protein RAD52 homolog (Homo sapiens), P43351. recombinant RAD52 DNA annealing, FRET fluorescence. inhibition, % at 18.7 µM. actives 0.46% (n = 360,000). AID 651710, 2012;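 active = every replicate showing at least 50% inhibition; inconclusive = mean inhibition at least 50% but not in every replicate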
# esBAF inh – Bmi1 luciferase reporter increase in mESCs, primary screen, esBAF inhibitor project, mouse ES cells, Bmi1 luciferase knock-in, single point; actives 2% (n = 350,000); 24 h; 100% = twice the neutral-well signal; reporter increase, % at 12.5 µM; AID 602393, 2012; in the data active = activation above about 40%; inconclusive = no clear call, values can overlap the other calls;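 also: 0% = median of the plate's neutral control wells and 100% = double that signal; a rise in the Bmi1 reporter signal indicates esBAF inhibition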
# RAD54 inh – inhibitors of human RAD54 branch migration, primary screen, biochemical, fluorescence, single point; inhibition, % at 10.4 µM; actives 0.14% (n = 360,000); RAD54 Holliday junction branch migration, FAM/BHQ fluorescence; DNA repair and recombination protein RAD54-like (Homo sapiens), Q92698; AID 602329, 2012;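 active = mean normalized replicate activity at least 40 and at least half of replicates scoring 40 or more; inconclusive = only one of the two criteria met; inactive = mean below 40 and under half of replicates reaching 40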;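 also: 0% = median of neutral control wells and 100% = median of positive control wells; inhibitors cause a drop in the FAM fluorescence signal; in these data hits start at about 50%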
# S100A4 inh HTS – inhibitors of S100A4-myosin IIA peptide binding, primary screen, biochemical, fluorescence polarization, TAMRA-MyoIIA peptide | Protein S100-A4 (Homo sapiens), P26447 | inhibition, % at 10.7 µM | actives 0.14% (n = 360,000);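 active = mean inhibition of at least 70% across replicates, with every replicate also reaching that level; inconclusive = mean inhibition reaches 70% but some replicates fall short; inactive = mean inhibition below 70%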
# Target sequence (P26447 whole entry, looked up): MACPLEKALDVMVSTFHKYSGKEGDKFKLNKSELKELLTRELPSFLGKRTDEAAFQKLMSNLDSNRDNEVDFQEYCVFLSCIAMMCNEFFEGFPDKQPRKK
#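 Compound dosing: one dose per compound; test system: human S100A4 monomer with TAMRA-labelled myosin IIA peptide; probe or stimulus: TAMRA-labelled myosin IIA heavy-chain peptide probe, 5 nM; medium: HEPES buffer with Ca2+, pH 7.2; schedule: 5 min incubation before reading; benchmarks: neutral control DMSO, positive control TFP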
# ERp5 block – inhibitors of ERp5-driven insulin aggregation, primary screen, biochemical, turbidity, absorbance 650 nm, single point. inhibition, % at 9.99 µM. 90 min. AID 651711, 2012. actives 0.05% (n = 350,000);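 active = mean replicate inhibition above about 25%, with every replicate also reaching it, limit read from the data, passing the limit was not always enough; inconclusive = only one of those two criteria met; inactive = neither criterion met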
# XiGFP reactiv – activators of inactive X chromosome reactivation, primary screen, imaging, XiGFP fibroblasts, GFP high-content imaging, set 2. XiGFP mouse fibroblasts, % GFP-positive cells imaging, 3 d; cells co-treated with 5-aza-dC sensitizer; scaled so ellipticine positive control = 100%. activation, % at 7.58 µM. actives 0.055% (n = 360,000);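 active = mean normalized replicate activation at least 10% and every replicate at or above 10%; inconclusive = only one of the two criteria met; inactive = mean below 10% and not all replicates reach 10%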;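 also: 0% = median of on-plate neutral control wells and 100% = ellipticine 6 µM median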
#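 Assay system – SV40-immortalized XiGFP fibroblast cells, line 68-5-11 · Buffer or medium – DMEM supplemented with 5-aza-dC as sensitizing agent · Dosing – one concentration, pinned · Benchmarks – positive control ellipticine, 6 µM final · Times – 3 days compound exposure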
# ERAP1 HTS inh – human ERAP1 aminopeptidase inhibitors, primary screen, biochemical, single point, plate reader; Endoplasmic reticulum aminopeptidase 1 (Homo sapiens), Q9NZ08; recombinant ERAP1, Leu-AMC fluorescence, 60 min; inhibition, % at 10.7 µM; actives 0.15% (n = 340,000);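 active = mean replicate inhibition of at least 30%, or all replicates individually reaching that 30% level; inactive = mean below 30% and not every replicate reaching it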;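 also: 0% = neutral control wells and 100% = L-leucinethiol positive control wells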
# Target sequence (Q9NZ08 whole entry, looked up): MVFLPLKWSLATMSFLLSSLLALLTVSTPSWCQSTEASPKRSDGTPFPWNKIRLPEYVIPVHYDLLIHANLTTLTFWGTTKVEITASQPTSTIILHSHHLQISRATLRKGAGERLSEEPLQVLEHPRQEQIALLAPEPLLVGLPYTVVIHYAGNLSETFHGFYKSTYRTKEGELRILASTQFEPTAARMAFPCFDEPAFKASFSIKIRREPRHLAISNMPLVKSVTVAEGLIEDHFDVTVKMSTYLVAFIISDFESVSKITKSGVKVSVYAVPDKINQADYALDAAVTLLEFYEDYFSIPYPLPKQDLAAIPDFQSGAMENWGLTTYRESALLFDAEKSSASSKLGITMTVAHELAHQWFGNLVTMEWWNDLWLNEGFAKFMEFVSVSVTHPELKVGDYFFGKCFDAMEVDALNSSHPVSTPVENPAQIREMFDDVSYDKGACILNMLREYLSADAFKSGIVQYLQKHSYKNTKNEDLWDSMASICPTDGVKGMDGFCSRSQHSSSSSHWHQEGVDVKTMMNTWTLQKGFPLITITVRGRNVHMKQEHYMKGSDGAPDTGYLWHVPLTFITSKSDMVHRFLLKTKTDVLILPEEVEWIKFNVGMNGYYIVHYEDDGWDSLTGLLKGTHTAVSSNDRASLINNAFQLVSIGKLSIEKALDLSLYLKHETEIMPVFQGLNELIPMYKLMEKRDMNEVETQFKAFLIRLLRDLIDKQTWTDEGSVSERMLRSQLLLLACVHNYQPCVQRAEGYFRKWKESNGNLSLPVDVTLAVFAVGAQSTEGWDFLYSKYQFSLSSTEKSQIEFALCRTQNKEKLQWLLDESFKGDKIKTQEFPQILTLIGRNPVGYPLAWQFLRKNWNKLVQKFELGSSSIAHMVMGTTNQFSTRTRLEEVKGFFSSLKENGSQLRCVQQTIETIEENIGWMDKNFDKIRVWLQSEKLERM
# The depositor's hits bear a star; ? = inconclusive; · = not tested or not shown. Outcome played no part in choosing rows. About 2.5% of those tested had a hit in this group.
SMILES,E-selectin induc,RAD52 anneal inh,esBAF inh,RAD54 inh,S100A4 inh HTS,ERp5 block,XiGFP reactiv,ERAP1 HTS inh
CCCNC(=O)N1C[C@@H](O)COC[C@@H]2O[C@@H](CC(=O)N[C@@H]3CCN(Cc4ccccc4)C3)CC[C@H]21,-0.1,·,-1,2,·,·,0.2,·
CCNC(=O)C[C@H]1CC[C@@H]2[C@H](COc3ccc(NC(=O)c4ccccc4)cc3C(=O)N2C)O1,-0.1,-11,-3,-2,7,-1,0.2,1
COc1ccc(/C=N/N=C(\N)c2nonc2N)cc1,·,-15,·,·,3,-4,0.0,-5
CCN1C(C)=C(C)S/C1=C1\SC(=S)N(NC(C)=O)C1=O,-3.0,-40,-8,-5,-11,2,0.0,·
Cc1ccc(NC(=O)N(C2CCCCC2)C(C)c2cccnc2)cc1C (configuration not stated),2.0,-11,-4,5,-2,2,0.0,-5
COC(=O)C[C@@H]1CC[C@H]2[C@@H](COc3ccc(NS(=O)(=O)c4ccccc4F)cc3C(=O)N2C)O1,-0.1,·,-3,-9,·,·,0.3,·
Cc1ccc(Oc2ncccc2NC(=O)CC2(CC(=O)O)CCCC2)c2c1CCC2,·,-10,·,·,-1,-3,-0.2,-4
C[C@@H]1CCCCO[C@H](CN(C)C(=O)Nc2cccc3ccccc23)[C@@H](C)CN([C@H](C)CO)C(=O)c2cc(NC(=O)Cc3ccccc3)ccc2O1,0.2,-16,-7,-1,-1,20,-0.9,-1
O=C(CCc1nnc(COc2ccccc2)o1)NCc1ccccc1,·,-14,·,·,0,-3,0.0,0
CC(=O)N1CCCc2cc(S(=O)(=O)N3CCCC(C(=O)NCc4ccc(Cl)cc4)C3)ccc21 (configuration not stated),·,-23,1,-4,0,-4,0.2,-4
O=C(COC(=O)Cc1cccs1)NCC(=O)Nc1ccc(F)cc1,·,-5,-1,10,-2,3,0.3,-7
CC(C)CC(NC(=O)/C(=C\c1ccco1)NC(=O)c1ccco1)C(=O)O (configuration not stated),-0.1,-62,-4,-12,0,5,0.0,0
O=C(C1CCCC1)N1CC[C@@H]2[C@@H](CO)Nc3ccc(-c4cccc(F)c4)cc3[C@@H]21,0.7,-8,·,·,-3,2,0.1,0
CN(C)CC(=O)N1[C@H](CO)[C@H](c2ccc(C#CC3CCCC3)cc2)[C@@H]1C#N,0.5,17,-3,-13,-2,-1,-0.1,2
CCCCC(=O)N(c1ccc(C)c(C)c1)C1C=CS(=O)(=O)C1 (configuration not stated),·,4,-2,2,-2,-1,·,0
CN1[C@H](C(=O)N2CCc3ccccc3C2)[C@@H](CO)[C@@H]2Cn3c(ccc(-c4cncnc4)c3=O)[C@@H]21,0.0,·,-2,-13,·,·,0.2,·
O[C@H]1c2ccccc2[C@H](Cc2cncs2)[C@@H]1Br,-0.1,1,-6,8,-7,-8,0.0,0
c1ccc(OCCCn2nnc(-c3ccc(N4CCOCC4)cc3)n2)cc1,·,-8,7,-1,1,-1,·,15
COc1cccc(C(NC(C)=O)c2nc(-c3ccccc3C)cs2)c1 (configuration not stated),-0.2,-8,-7,-11,2,1,-0.1,-1
CCc1nc2c(OCCC3CCCCC3)cccn2c1N(C)C(=O)c1ccncc1,0.1,-17,1,4,-2,1,0.0,-2
O=C(Nc1ccc2c(c1)OCO2)N[C@H]1CC[C@H](CCNC(=O)C2CCC2)O[C@@H]1CO,2.4,-5,1,-16,19,1,-0.5,-1
O=C(C[C@@H]1CC[C@H]2[C@@H](COC[C@H](O)CN2Cc2cc(F)ccc2F)O1)NCc1ccc(Oc2ccccc2)cc1,-0.1,15,-9,0,2,-4,0.3,1
CCCCN1C[C@H](COC(=O)CCC)Oc2cccc(F)c2S1(=O)=O,0.0,-9,-3,-6,-8,2,0.1,-3
Cc1cccc(C2NC(=O)c3ccccc3O2)c1 (configuration not stated),0.0,-26,-7,-4,4,1,0.4,·
Cc1ccc(S(=O)(=O)Nc2ccccc2-c2nc3ccccc3[nH]c2=O)cc1,·,-8,2,-2,0,-10,0.0,-3
CC1(NC(=S)Nc2ccccc2)CCS(=O)(=O)C1 (configuration not stated),·,-10,·,-12,2,3,1.3,-1
COC(=O)[C@H](CC(C)C)NS(=O)(=O)c1c(F)cccc1F,·,-2,·,·,6,-2,-0.1,0
Cc1c(Cl)cccc1NS(=O)(=O)c1ccccc1,·,-2,1,10,-8,-3,0.1,0
C[C@H](O)C#Cc1ccc2c(c1)O[C@H](CN(C)C)[C@@H](C)CN([C@H](C)CO)S2(=O)=O,-0.7,-6,-4,4,137,0,-0.6,0
O=C(CCN1C(=O)/C(=C/c2cccs2)SC1=S)N1CCCCC1,·,-129,-3,-7,26,0,0.2,1
COc1ccccc1CC(=O)Nc1cccc(F)c1,·,-4,·,·,0,-6,0.0,-3
C[C@@H]1CN([C@H](C)CO)C(=O)c2cc(NC(=O)CCC(F)(F)F)ccc2O[C@H]1CN(C)S(=O)(=O)c1cccs1,0.1,-15,-5,-6,8,2,0.6,2
Cc1ccc(C2=NC3(CCCCCC3)NC2=S)cc1,·,-4,·,·,-5,0,0.1,1
O=C(N/N=C/c1ccccn1)c1cc(-c2ccc(Br)cc2)nc2ccccc12,0.3,-13,·,·,-4,5,0.0,0
Cc1cc(C(=O)NNC(=O)Nc2ccccc2)no1,·,-11,-8,14,0,-4,0.1,·
C[C@H](NC(=O)N(C)C[C@@H]1OCc2ccccc2-c2c(n(C)c3ccccc23)C(=O)N([C@@H](C)CO)C[C@H]1C)c1ccccc1,-0.4,25,-2,11,13,2,0.0,4
CCCCN1CC(COCc2ccccc2)Oc2cccc(N3CCCC3)c2S1(=O)=O (configuration not stated),-0.4,-4,0,1,2,-2,-0.1,3
COCCCN1C(=O)C(CC(=O)NC(c2ccccc2)c2ccccc2)CC(C(=O)N(C(C)C)C(C)C)=C1C (configuration not stated),0.0,-8,-1,8,-15,-13,0.2,-1
COc1ccc(CNC(=O)C[C@H]2C[C@H](C(=O)N3CCOCC3)[C@@]3(C)c4[nH]c5cc(CCC(=O)N(C)C)ccc5c4CCN3C2=O)cc1OC,·,2,-2,3,4,17,0.0,-3
COc1ccc2c(c1)C(NS(=O)(=O)OCC(Cl)(Cl)Cl)CCC2 (configuration not stated),·,-7,6,3,3,0,0.1,0
COc1ccc(NC(=O)Nc2ccc3c(c2)C(=O)N([C@@H](C)CO)C[C@@H](C)[C@@H](CN(C)S(=O)(=O)c2ccc(F)cc2)O3)cc1,37*,·,2,4,·,·,0.0,·
C[C@@H]1CN([C@H](C)CO)C(=O)Cc2cc(NC(=O)CCCN(C)C)ccc2O[C@@H]1CN(C)S(=O)(=O)c1ccccc1,?,-9,-2,-1,-23,8,-1.3,1
c1ccc(-c2ccccc2OCCCN2CCOCC2)cc1,1.8,-1,·,·,0,-2,0.0,-2
CC(C)Cn1c(/C=N/Nc2nc3ccccc3[nH]2)nc2ccccc21,9.9,-40,·,·,-4,-1,0.3,1
O=C(Nc1ccc2c(c1)[C@@H]1C[C@@H](CC(=O)N3CCOCC3)O[C@H](CO)[C@@H]1O2)c1ccc2c(c1)OCO2,1.3,·,-4,5,·,·,0.1,·
COc1ccc2[nH]c(C(=O)NCCCN3CCCC3=O)c(C)c2c1,-0.4,-19,15,-7,-2,-9,0.0,-1
Cc1ccccc1-c1n[nH]c(=S)n1C,·,-5,·,·,-15,-1,0.0,12
O=C(C[C@H]1C[C@H]2c3cc(NS(=O)(=O)c4ccc(F)cc4)ccc3O[C@H]2[C@H](CO)O1)NCCc1ccccc1,-0.4,5,7,3,6,-2,0.0,1
CCCCn1c(N)c(N(C(=O)CSc2nncn2-c2ccccc2C)C2CCCC2)c(=O)[nH]c1=O,·,5,-4,8,0,-8,-0.1,1
COc1ccc(-c2csc(NC(=O)c3ccc(N4C(=O)CCC4=O)cc3)n2)cc1OC,·,-16,·,·,7,3,0.3,8

# New compounds follow
SMILES,E-selectin induc,RAD52 anneal inh,esBAF inh,RAD54 inh,S100A4 inh HTS,ERp5 block,XiGFP reactiv,ERAP1 HTS inh
CN(Cc1ccccc1)C1=CC(=[N+]2CCCCC2)CC(C)(C)C1,·,-10,-23,1,-7,6,0.0,23
CC1Cc2[nH]c(=S)[nH]c(=O)c2C(c2ccc(C(C)C)cc2)O1 (configuration not stated),0.0,-7,·,·,2,-3,-0.1,1
O=C(c1ccc(CS(=O)(=O)c2ccc(Br)cc2)o1)N1CCN(c2ccccn2)CC1,·,-31,3,-5,36,-1,0.0,·
O=S(=O)(NCC1CCCO1)c1ccc(S(=O)(=O)N2CCCC2)cc1 (configuration not stated),·,3,-2,1,-4,-4,·,-3
O=C(c1ccncc1)N1CC(=O)N2[C@H](C1)[C@H](c1ccc(-c3ccccc3)cc1)[C@@H]2CO,0.0,-1,·,·,-6,4,0.0,-2
COc1ccc(CNC(=O)CCN2C(=O)c3ccccc3C2=O)cc1,-0.1,-11,6,1,1,5,-0.1,-5
COc1c(C)cc(C(=O)C2CCCN(C(=O)c3cc(C)n(C)n3)C2)cc1C (configuration not stated),·,-2,6,9,2,-1,0.1,-1
C/C(N)=C(/C#N)C(=O)COC(=O)c1ccc(O)cc1,-0.9,-11,·,·,2,1,0.0,1
COc1ccc(Cc2nnc(NN)[nH]c2=O)cc1OC,1.5,-10,-4,4,0,-2,0.1,2
O=C(NC1=NCCS1)c1ccc(Cl)c(S(=O)(=O)N2CCOCC2)c1,·,-11,·,·,1,4,0.6,2
CCOC(=O)N1CCN(C(=O)C2CCCN(S(=O)(=O)c3ccc(F)cc3)C2)CC1 (configuration not stated),·,-15,1,1,0,2,0.0,5
CCCC#Cc1ccc([C@@H]2[C@@H](CO)N3C(=O)CN(C(=O)c4cccnc4)C[C@H]23)cc1,-0.1,-8,·,·,4,0,0.0,-2
O=C(NNC(=O)c1ccccc1Br)c1cccs1,·,-13,19,5,-2,5,0.2,0
CC(C)C#Cc1ccc2c(c1)O[C@H](CN(C)C(=O)Cc1ccccn1)[C@@H](C)CN([C@H](C)CO)S2(=O)=O,0.3,-25,2,-1,-7,-15,-1.3,0
O=C(O)CC(CC(=O)Nc1ccc(N2CCOCC2)cc1)c1ccccc1 (configuration not stated),·,-14,-4,-1,2,5,0.3,-1

# Source: PubChem (Broad Institute)
